Gli-Sufu antag: antagonists of Gli-Sufu signaling; Sufu-KO-LIGHT fibroblasts, Gli luciferase reporter luminescence; inhibition, % at 5 µM; 340,000 tested, 0.74% active; AID 588413;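 active = inhibition above about 55%, limit read from the data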;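 also: 0% = DMSO-treated cells and 100% = wells with medium but no cells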
Jurkat NFkB inh: inhibitors of the PMA/ionomycin-induced NF-kB reporter in Jurkat cells. AID 435003. 330,000 tested, 0.53% active. PMA/ionomycin-induced NF-kB luciferase reporter, luminescence. inhibition, % at 4 µM
UBC13 inh: blocks human UBC13 polyubiquitin chain formation. 330,000 tested, 0.47% active. P61088. inhibition, % at 20 µM. TR-FRET; in the data active = inhibition above about 45%, passing the limit was not always enough
Target sequence (P61088 whole entry, looked up): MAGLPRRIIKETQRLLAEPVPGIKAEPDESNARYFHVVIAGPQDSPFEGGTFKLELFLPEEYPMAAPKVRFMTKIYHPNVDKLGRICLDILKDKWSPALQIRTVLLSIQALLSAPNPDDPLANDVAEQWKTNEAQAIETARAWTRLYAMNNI
SENP8 inh: inhibitors of human SENP8 protease; 330,000 tested, 1.2% active; AID 2540; Q96LD8; purified SENP8, Z-RLRGG-aminoluciferin cleavage, luminescence; inhibition, % at 10 µM
Target sequence (Q96LD8 whole entry, looked up): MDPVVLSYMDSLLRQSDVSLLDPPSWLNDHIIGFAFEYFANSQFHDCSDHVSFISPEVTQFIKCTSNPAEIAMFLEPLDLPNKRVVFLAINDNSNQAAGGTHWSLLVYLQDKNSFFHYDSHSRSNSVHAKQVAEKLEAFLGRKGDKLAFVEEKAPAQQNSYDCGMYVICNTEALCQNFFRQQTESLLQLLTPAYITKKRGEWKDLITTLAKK
Apaf-1 inh: blocks human Apaf-1 apoptosome activity | inhibition, % at 20 µM | reconstituted apoptosome caspase-3 activity, DEVD-Rh110 fluorescence | O14727 | 330,000 tested, 0.71% active; active = inhibition of at least 40% at 20 µM;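 also: plate controls were DMSO wells for no effect and DEVD-CHO caspase inhibitor wells for full effect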
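Material: reconstituted apoptosome with Apaf-1, cytochrome c, caspase-9, procaspase-3, dATP / Buffer or medium: pH 7.5 Hepes buffer with CHAPS, BSA, DTT / Also added: cytochrome c with DEVD-Rh110 / Schedule: compound with Apaf-1, dATP, procaspase-3 30 min, then 50 min reaction, room temperature / Technique: rhodamine 110 fluorescence at Ex 480/Em 540 nm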
HKDC1 inh: blocks human hexokinase HKDC1 activity; Q2TB90; recombinant HKDC1, G6PDH/diaphorase resazurin coupled fluorescence; 340,000 tested, 0.16% active; inhibition, % at 20 µM;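 active = inhibition above about 35% when tested at 20 µM, limit read from the data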;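 also: plate controls were DMSO wells with enzyme for no effect and DMSO wells lacking enzyme for full effect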
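Assay system: recombinant HKDC1 hexokinase; detection: coupled resazurin fluorescence, excitation 525 nm, emission 613 nm; benchmarks: DMSO-plus-enzyme-mix negative control, buffer-substituted positive control; compound dosing: single 20 µM dose; schedule: 90 min at room temperature in dark; also added: glucose plus 1 mM ATP as hexokinase substrates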
SENP7 block: SENP7 protease inhibition; Q9BQF6; inhibition, % at 5 µM; AID 434973; recombinant SENP7, Z-RLRGG-aminoluciferin luminescence, 40 min; 330,000 tested, 1.5% active;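 active = inhibition above about 50% at the single test dose, limit read from the data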;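 also: plate controls were DMSO with enzyme for no effect and no enzyme buffer wells for full effect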
Target sequence (Q9BQF6 706-1050 limits assumed): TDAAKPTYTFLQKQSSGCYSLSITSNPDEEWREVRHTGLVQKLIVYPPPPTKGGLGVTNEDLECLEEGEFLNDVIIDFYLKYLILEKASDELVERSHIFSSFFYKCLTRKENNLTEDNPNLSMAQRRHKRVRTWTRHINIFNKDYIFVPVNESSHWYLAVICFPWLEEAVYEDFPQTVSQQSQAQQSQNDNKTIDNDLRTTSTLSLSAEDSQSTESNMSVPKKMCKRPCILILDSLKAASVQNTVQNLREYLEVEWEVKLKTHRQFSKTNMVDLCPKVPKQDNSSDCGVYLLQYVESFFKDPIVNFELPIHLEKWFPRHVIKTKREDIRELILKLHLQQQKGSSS
697 NFkB inh: lowers PMA/ionomycin-induced NF-kB signal in 697 B cells. 330,000 tested, 0.33% active. inhibition, % at 4 µM. 697 B-cell NF-kB luciferase reporter, 16 h. AID 435022; in the data active = inhibition above about 35%
* marks the source's active call; other numbers are inactive results. Rule as the data show it, unless noted: active = inhibition above about 50%; inactive = the rest.

SMILES	Gli-Sufu antag	Jurkat NFkB inh	UBC13 inh	SENP8 inh	Apaf-1 inh	HKDC1 inh	SENP7 block	697 NFkB inh
CCCC(=O)NC(C)c1nc2ccccc2n1C (configuration not stated)	7.1	4.8	3.2	-0.7	-1.7	-1.3	1.2	6.0
CCOC(=O)CSc1nnc(NC(=O)c2cccc(S(=O)(=O)N3CCCCCC3)c2)s1	-2.4	0.8	23.1	-1.3	-6.2	10.8	-4.4	9.6
C=CCn1c(CSc2nc3ccccc3s2)n[nH]c1=S	-8.1	-3.7	-9.8	-5.5	8.8	-7.7	-7.3	-5.3
Cc1cc(C)cc(NC(=O)CSc2nnc(-c3ccccc3)n2N)c1	-3.2	8.1	-1.1	0.5	19.4	-4.4	2.1	3.9
C#CC1CCCCC1NC(=O)Nc1cnccc1C(F)(F)F (configuration not stated)	1.3	0.7	6.4	2.6	-24.0	-5.9	4.4	-16.0
COc1ccc(S(=O)(=O)N2CCN(C(=O)NC3CCCCC3)CC2)cc1OC	4.2	-12.3	-1.9	-7.8	13.1	-5.4	-9.4	-4.9
Cc1ccc(Oc2ccc3c(c2)C(=O)N(c2ccc(S(=O)(=O)Nc4nccs4)cc2)C3=O)cc1	1.7	-5.7	-15.4	-8.0	15.0	13.1	-9.8	5.7
CN(C(=O)CN1C(=O)S/C(=C\c2ccc(F)cc2)C1=O)C1CCS(=O)(=O)C1 (configuration not stated)	-8.9	2.6	-17.6	2.2	1.4	-2.7	-4.1	-10.4
CC1CCCN(C(=O)C2CCN(CC3CC=CCC3)CC2)C1 (configuration not stated)	-14.6	-3.9	-1.4	-3.6	11.2	-10.2	4.7	2.9
O=C(O)COc1ccccc1/C=N/NC(=O)c1cc2ccccc2cc1O	-25.3	3.6	8.6	-8.2	3.7	4.3	-2.0	15.2
Cc1cc(OC(=O)c2cc(Cl)nc3ccccc23)ccc1Cl	2.4	-21.9	-2.1	2.7	21.7	0.6	0.7	-20.5
COc1cc(C(C#N)N2CCCCC2)ccc1O (configuration not stated)	0.5	3.2	-4.0	-8.3	-6.3	2.1	-7.4	10.8
O=C(/C=C/c1ccco1)N(Cc1ccccc1)C1CCS(=O)(=O)C1 (configuration not stated)	1.1	10.3	-2.0	6.0	-16.2	-3.2	-0.3	9.4
CCOC(=O)C1=C(C)Nc2ncnn2C1c1cccs1 (configuration not stated)	2.6	2.2	-1.3	-6.6	2.1	-2.4	1.9	3.4
CCN(CC)c1ccc(C(=O)N/N=C(\C)c2cccnc2)cc1	-23.6	-6.5	-6.4	0.3	-6.3	-4.3	7.2	6.1
Cc1cc(C(F)(F)F)nn1Cc1n[nH]c(=S)n1-c1ccc(F)cc1	2.5	3.6	1.7	-2.3	4.9	-6.5	-3.5	28.7
CCOc1ccccc1/C=c1\sc2ncnn2c1=O	7.7	-5.0	6.6	0.1	1.3	5.3	9.0	1.9
COC(=O)c1cc(NC(=O)Nc2ccccc2)ccc1Cl	-13.0	-35.4	6.4	-2.1	-11.2	0.8	6.9	-14.0
O=C(COC(=O)c1ccccc1NC(=O)c1ccco1)Nc1ccc2c(c1)OC(F)(F)O2	3.8	-12.6	-3.5	-1.0	-0.1	-9.1	-1.8	-11.6
NC(=O)CC(c1ccccc1)c1ccco1 (configuration not stated)	1.2	2.2	-11.1	3.1	4.9	-4.9	-5.6	2.0

Sorted by SMILES length (high to low): some entries from above.
SMILES	Gli-Sufu antag	Jurkat NFkB inh	UBC13 inh	SENP8 inh	Apaf-1 inh	HKDC1 inh	SENP7 block	697 NFkB inh
CC1CCCN(C(=O)C2CCN(CC3CC=CCC3)CC2)C1 (configuration not stated)	-14.6	-3.9	-1.4	-3.6	11.2	-10.2	4.7	2.9
CCOC(=O)C1=C(C)Nc2ncnn2C1c1cccs1 (configuration not stated)	2.6	2.2	-1.3	-6.6	2.1	-2.4	1.9	3.4
NC(=O)CC(c1ccccc1)c1ccco1 (configuration not stated)	1.2	2.2	-11.1	3.1	4.9	-4.9	-5.6	2.0

The list goes on:
SMILES	Gli-Sufu antag	Jurkat NFkB inh	UBC13 inh	SENP8 inh	Apaf-1 inh	HKDC1 inh	SENP7 block	697 NFkB inh
COC(=O)c1sc(NC(=O)CSc2nncs2)c(C(=O)OC)c1C	10.1	-3.7	-6.7	-5.2	6.2	4.5	-9.0	-18.4
O=C(CCC1CCCCC1)Nc1c2c(nn1-c1ccc(F)cc1)CS(=O)C2 (configuration not stated)	-2.1	9.1	4.0	0.3	10.0	0.1	1.9	8.6
COc1ccc(C(C)NC(=S)NC2CCCC2)cc1OC (configuration not stated)	3.2	5.7	1.3	10.3	-7.2	-10.4	10.9	-0.9
Cc1cc(NC(=O)CSc2nccn2-c2cccc(F)c2)no1	2.3	4.2	5.4	8.1	-7.3	-5.9	2.6	12.9
COc1cc(NC(=O)COc2cc(C)cc3oc(=O)c(C)c(C)c23)cc(OC)c1OC	28.9	21.8	16.9	8.8	0.9	2.5	-8.1	25.7
O=C1C2C(C(=O)N1c1ccncc1)C1C=CC2C12CC2 (configuration not stated)	-11.7	17.4	-1.5	10.4	-14.5	-5.0	5.6	-12.9
CC(C)c1nnc(SCC(=O)NC(C)(C)C)n1C	-2.2	6.9	-2.4	2.1	-0.6	5.6	4.3	12.2
O=C(CC(=O)NCc1cccnc1)NCc1cccnc1	2.6	4.6	-0.5	4.1	-19.6	-7.8	0.9	1.2
CCSc1nccc(-c2nn(-c3ccc(C)cc3)ccc2=O)n1	-2.9	50.8*	-7.5	-4.3	3.8	-2.0	-7.8	-48.2
COc1ccccc1NC(=O)C1CCCN(S(=O)(=O)c2cnc[nH]2)C1 (configuration not stated)	1.9	-0.1	1.3	3.5	-2.7	-5.0	-0.7	0.6
CN(Cc1ccccc1)C(=O)C1CCN(S(=O)(=O)c2cccc3nonc23)CC1	-6.2	12.4	-6.5	0.7	8.1	-5.5	6.4	-5.7
N#Cc1cc(-c2ccccc2)cnc1Sc1ccccc1	-12.4	-13.0	30.8	4.8	-9.5	-4.4	-1.7	12.4
OCCN(Cc1ccccc1)CC1CC=CCC1 (configuration not stated)	1.3	-0.6	-0.6	-2.5	-32.4	-5.2	-2.9	10.5
O=C(O)C1CCCN(S(=O)(=O)c2ccc(Br)cc2)C1 (configuration not stated)	2.6	10.1	-3.2	-7.6	3.4	5.7	-7.5	-5.5
O=C(NCc1ccccn1)Nc1cc(Cl)ccc1Cl	-4.7	8.6	17.6	3.7	6.4	-0.1	3.6	14.9
CCNC(=S)NNC(=O)c1ccccn1	-11.3	8.4	90.1*	-10.3	-3.4	-24.6	-2.6	-4.8
Cc1ccc(-c2nnc(SCC#N)n2N)cc1	1.9	-17.2	-2.7	-3.5	-2.1	-3.9	10.4	-4.6
CC(=O)Nc1cccc(/C(C)=N/NC(=O)c2ccc(Cl)cc2Cl)c1	6.5	-3.0	-3.0	0.2	-11.5	-12.6	7.2	4.5
COc1cc(/C=C/C(=O)c2ccc(O)cc2)ccc1OCC#N	-13.4	-8.1	-12.7	-7.1	9.4	10.4	-7.4	-29.6
O=C(NNc1nc2cc3c(cc2s1)OCO3)c1ccccc1	-27.7	-9.4	5.3	-9.7	4.0	-2.1	-4.3	-0.3

Profiles, quoted from the list.
Listed for `C#CC1CCCCC1NC(=O)Nc1cnccc1C(F)(F)F` (configuration not stated) → Gli-Sufu antag = 1.3; Jurkat NFkB inh = 0.7; UBC13 inh = 6.4; SENP8 inh = 2.6; Apaf-1 inh = -24.0; HKDC1 inh = -5.9; SENP7 block = 4.4; 697 NFkB inh = -16.0
Listed for `O=C(NCc1ccccn1)Nc1cc(Cl)ccc1Cl` → Gli-Sufu antag = -4.7; Jurkat NFkB inh = 8.6; UBC13 inh = 17.6; SENP8 inh = 3.7; Apaf-1 inh = 6.4; HKDC1 inh = -0.1; SENP7 block = 3.6; 697 NFkB inh = 14.9

(continued)
SMILES	Gli-Sufu antag	Jurkat NFkB inh	UBC13 inh	SENP8 inh	Apaf-1 inh	HKDC1 inh	SENP7 block	697 NFkB inh
CC(=O)c1c(C)[nH]c(C(=O)OCc2ccc(Br)cc2)c1C	12.3	-9.7	12.6	-13.8	21.6	-2.0	-4.0	-85.7
NC(=O)c1nsc(C(=O)N(CC(=O)NC2CCCCC2)c2ccc(Cl)cc2)c1N	-2.0	3.3	15.2	-1.5	2.6	-2.6	-1.8	12.4
CCOCCCNC(=O)c1c[nH]c2cc(C)ccc2c1=O	2.2	15.9	-6.2	4.2	-151.5	-1.0	2.3	12.0
CC(=O)c1cccc(NC(=O)CCCCCn2nnc3ccccc3c2=O)c1	17.0	-20.7	18.8	14.2	4.7	3.7	5.4	-0.2
O=C(Nc1ccc(N2CCOCC2)c(Cl)c1)c1c(F)c(F)c(F)c(F)c1F	-9.8	9.8	-4.0	-1.0	10.6	8.5	-6.3	-5.9
COc1ccc(NS(=O)(=O)c2ccc(NC(=O)C3CCCO3)cc2)cc1 (configuration not stated)	5.7	12.3	1.3	5.6	-2.8	-5.2	-1.7	11.5
CC(C)Sc1nc2ccsc2c(=O)[nH]1	2.1	2.8	1.5	2.7	-1.4	-9.9	5.8	9.7
CC(=O)NCCSC(=O)c1ccc(F)cc1	-1.0	-15.7	-13.0	-11.7	-4.0	1.2	-5.0	-22.8
CNc1oc(-c2ccccc2)nc1S(=O)(=O)c1ccc(C)cc1	-11.3	6.4	-6.4	6.9	1.8	0.6	-4.9	-1.8
O=C(Cn1c(=O)oc2ccccc21)N1CCN(c2ccc(N3CCOCC3)nn2)CC1	3.6	12.8	14.0	0.2	2.0	-6.0	3.5	3.1
N#CCC(=O)N/N=C\c1cc(Br)ccc1OC/C=C/c1ccccc1	-74.2	-63.2	1.8	-2.4	21.0	-1.4	-7.4	-75.5
COC(=O)c1ccc(NC(=O)c2ccc(F)cc2)o1	4.8	5.0	-4.2	-9.5	3.4	-4.6	-7.4	0.5
O=C(NCc1ccccc1)NC(=O)c1ccccc1F	-9.3	-4.1	4.4	-1.1	3.1	0.8	-1.6	-2.7
O=C(O)c1cccc(Oc2cccc(Cl)n2)c1	2.6	-23.6	0.4	0.8	10.4	-0.8	7.4	17.7
N=c1n(CCCOc2ccc(F)cc2)c2ccccc2n1CC(N)=O	-1.8	-16.2	4.2	-4.3	9.4	-1.2	7.3	-27.9
Clc1cc(NCc2cccs2)ccc1N1CCOCC1	-17.0	-26.4	-7.0	0.6	12.5	11.5	14.1	-16.3
Cc1cccn2c(=O)c3cc(C(N)=S)c(=N)n(CCCOC(C)C)c3nc12	0.7	9.2	-5.8	11.2	16.1	-4.7	2.9	-1.0
CCc1cc2c(=O)nc3n(c2s1)Cc1ccccc1/C3=C(/O)c1ccccc1Cl	-13.9	1.5	-12.3	-10.0	21.7	-0.8	-2.4	-59.9
O=C(COc1ccc(Cl)cc1)Nc1ccc(N2CCN(C(=O)c3ccco3)CC2)cc1	24.0	33.7	2.2	-4.1	0.7	-5.9	-2.5	-14.7
O=S(=O)(NCCOCCNS(=O)(=O)c1ccccc1)c1ccccc1	4.0	-2.8	-1.8	-7.3	3.3	-3.3	-2.0	8.5
c1cncc(-c2nnc3n2N=C(c2cccs2)CS3)c1	6.0	1.3	-19.9	-4.7	27.9	-9.0	-2.6	10.9
CC1(c2cccc(Br)c2)NC(=O)N(CC(=O)c2ccc3c(c2)OCCO3)C1=O (configuration not stated)	-0.2	-0.9	7.3	9.4	2.9	-6.2	-0.8	8.7
O=Cc1c(N2CCN(c3cccc(Cl)c3)CC2)nc2ccccn2c1=O	5.7	0.8	5.9	-0.8	26.1	-4.9	1.8	5.7
CCOc1ccc(OCCC(=O)OCC(=O)Nc2ccc(N3CCOCC3)cc2)cc1	-16.0	-3.6	-2.1	0.7	8.0	3.8	8.2	2.1
CCn1c(CSc2nnc3ccccn23)nc2cc(C(=O)O)ccc21	9.7	8.2	0.6	-0.3	3.6	2.2	-4.6	20.6
CCN(CC)CCCNc1nc2ccccc2[nH]1	2.4	-14.7	-5.4	-10.4	4.9	-3.7	16.0	-1.4
C=CC[C@H](CC(=O)NCCO)C(=O)NC[C@@H](OC(=O)[C@@H](CC=C)Cc1ccc(F)cc1)c1ccccc1	-3.9	-0.6	11.6	1.2	9.1	-2.6	1.7	-18.7

Compound activity deposited in PubChem by Sanford-Burnham Center for Chemical Genomics.
